# Bioassay records deposited in PubChem BioAssay by Broad Institute.
# S100A4 MyoIIA – inhibitors of S100A4-myosin IIA peptide binding, primary screen, biochemical, fluorescence polarization, TAMRA-MyoIIA peptide; hit rate 0.14% among 360,000; Protein S100-A4 (Homo sapiens), P26447; inhibition, % at 10.7 µM;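 active = mean inhibition of at least 70% across replicates, with every replicate also reaching that level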
# Target sequence (P26447 whole entry, looked up): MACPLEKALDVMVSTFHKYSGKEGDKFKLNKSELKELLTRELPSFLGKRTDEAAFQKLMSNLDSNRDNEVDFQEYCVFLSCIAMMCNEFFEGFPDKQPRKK
#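 Material: human S100A4 monomer with TAMRA-labelled myosin IIA peptide; buffer or medium: HEPES pH 7.2 with CaCl2, KCl, NaCl, DTT, Triton; compound dosing: one concentration per compound; schedule: 5 min incubation before reading; benchmarks: neutral control DMSO, positive control TFP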
# SIRT5 inh – SIRT5 desuccinylase inhibitors, primary screen, biochemical, fluorescence imaging, single point, set 5 | NAD-dependent protein deacylase sirtuin-5, mitochondrial (Homo sapiens), Q9NXA8 | Purified SirT5, succinyl-peptide AMC, trypsin-coupled fluorescence | inhibition, % at 15 µM | hit rate 1.1% among 330,000 | AID 652115, 2013; in the data active = inhibition above about 15%
# Target sequence (Q9NXA8 whole entry, looked up): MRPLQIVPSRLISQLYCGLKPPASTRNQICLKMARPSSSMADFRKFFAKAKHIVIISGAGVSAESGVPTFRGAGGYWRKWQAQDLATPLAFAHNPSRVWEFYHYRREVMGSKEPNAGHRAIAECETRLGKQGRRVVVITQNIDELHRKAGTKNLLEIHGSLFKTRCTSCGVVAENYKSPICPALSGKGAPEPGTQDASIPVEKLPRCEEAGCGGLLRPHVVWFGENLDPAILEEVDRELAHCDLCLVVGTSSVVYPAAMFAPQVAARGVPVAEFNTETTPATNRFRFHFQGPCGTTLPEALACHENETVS
# FN deposit inh – inhibitors of fibronectin matrix deposition, primary screen, AH1F cells, Alexa488-fibronectin fluorescence, plate reader; inhibition, % at 12.6 µM; AH1F fibroblasts, overnight; AID 743247, 2014; hit rate 0.086% among 350,000;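 active = mean inhibition across replicates of 30% or more, regardless of how many single replicates reach that level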;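 note: positive control wells lacked labelled fibronectin entirely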
#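 Material – AH1F fibroblast monolayer, labelled fibronectin deposition · Reagent – labelled fibronectin 24 nM · Timing – 1 h adhesion, overnight exposure · Measured by – fluorescence at 485 nm excitation, 525 nm emission · Read-out – inhibition of fibronectin deposition signal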
# LGR2 antag – inhibitors of bursicon-induced LGR2 CRE-luciferase signal, primary screen, cell-based, HEK293, CRE-luciferase reporter, bursicon stimulation. Drosophila bursicon receptor LGR2 (rickets). hit rate 0.35% among 380,000. bursicon-stimulated, 4 h. inhibition, % at 9.99 µM. AID 720647, 2013;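 active = drop in luminescence signal, shown as inhibition above about 50% in the replicate tests, limit read from the data, passing the limit was not always enough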;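 note: agonist challenge used bursicon conditioned medium at about half maximal strength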
# C2C12 statin – suppressors of statin myotoxicity in C2C12 myotubes, primary screen, cell-based, single point, plate reader | C2C12 myotubes + simvastatin, ATP luminescence, 48 h; scaled: DMSO 0, geranylgeraniol control 100 | rescue of ATP level, % at 7.49 µM | hit rate 0.78% among 330,000;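 active = mean ATP rescue above about 67%, or every replicate alone reaching that limit, limit read from the data, passing the limit was not always enough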;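 note: myotubes were challenged with 10 µM simvastatin during compound exposure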
# esBAF inh – Bmi1 luciferase reporter increase in mESCs, primary screen, esBAF inhibitor project, mouse ES cells, Bmi1 luciferase knock-in, single point. reporter increase, % at 12.5 µM. hit rate 2% among 350,000. 24 h; 100% = twice the neutral-well signal; in the data active = activation above about 40%;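 note: 0% = median of the plate's neutral control wells and 100% = double that signal; a rise in the Bmi1 reporter signal indicates esBAF inhibition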
# CASP6 VEID inh – human caspase-6 inhibitors, primary screen, biochemical, VEID-R110 fluorescence, single point, set 2. hit rate 0.53% among 350,000. purified caspase-6, Z-VEID-R110 cleavage fluorescence. P55212. AID 686996, 2013. inhibition, % at 12.5 µM;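 active = mean inhibition across replicates at least about 35%, with every replicate also reaching that limit, limit read from the data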;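 note: 0% = median of neutral control wells and 100% = no fluorescence left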
# Target sequence (P55212 24-179 limits assumed): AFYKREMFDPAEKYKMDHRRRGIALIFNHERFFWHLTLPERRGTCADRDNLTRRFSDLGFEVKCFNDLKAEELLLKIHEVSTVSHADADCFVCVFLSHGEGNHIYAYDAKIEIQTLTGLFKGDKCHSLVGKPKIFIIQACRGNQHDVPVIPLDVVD
# Target sequence (P55212 194-293 limits assumed): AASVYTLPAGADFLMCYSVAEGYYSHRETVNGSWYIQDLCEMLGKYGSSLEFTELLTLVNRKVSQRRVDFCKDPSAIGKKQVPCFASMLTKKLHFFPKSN
# The depositor's hits bear a star; . = no result given. Not all compounds are listed. The share of hits here may be higher or lower than overall.
SMILES,S100A4 MyoIIA,SIRT5 inh,FN deposit inh,LGR2 antag,C2C12 statin,esBAF inh,CASP6 VEID inh
NCC[C@H]1CC[C@H](NC(=O)Cc2ccncc2)[C@@H](CO)O1,6,1,-11,-3,2,0,1
Cc1nc(NC(=O)c2ccccc2)sc1-c1csc(NCCc2ccccc2)n1,.,.,-4,.,1,23,.
C=CCn1c(/N=C/c2ccc(N(C)C)cc2)nc2ccccc21,.,.,-6,.,15,-9,.
O=C(Nc1cccc(F)c1)N1CCCCN2[C@H](C1)[C@H](c1ccc(C#CC3CC3)cc1)[C@@H]2CO,-19,2,.,10,.,.,2
COc1ccc(OC)c(C2=Nn3c(nnc3-c3ccncc3)SC2)c1,7,-4,3,-4,14,7,-2
C[C@H](CO)N1C[C@H](C)[C@H](CN(C)S(=O)(=O)c2cn(C)cn2)Oc2ccc(NC(=O)CCN3CCOCC3)cc2C1=O,6,-2,-7,-2,-5,-3,-1
CC1=C(C(=O)OCc2ccc3c(c2)OCO3)C(c2cccc([N+](=O)[O-])c2)NC(=O)N1 (stereo not drawn),-1,-1,0,33,.,.,0
O=C(CN1CCOCC1)NCC[C@@H]1CC[C@H](NS(=O)(=O)c2ccc(Cl)cc2)[C@@H](CO)O1,-2,-2,9,-9,-3,-2,2
Cc1nn(-c2ccc(F)cc2)c(Cl)c1/C=C/C(=O)OCC(=O)Nc1c(F)c(F)c(F)c(F)c1F,3,3,.,-9,.,.,-2
Cc1c(C)c2ccc(OCC(=O)N3CC[C@@]4(O)CCCC[C@H]4C3)cc2oc1=O,5,-23,.,-12,14,11,1
Cc1cc(Cl)ccc1NC(=S)NCC(C)C,-1,-6,-15,-12,.,.,1
O=C(CCNC(=O)c1ccc([N+](=O)[O-])cc1)Nc1ccc(F)cc1,-3,-1,4,2,-3,-4,4
CCc1ccccc1NC(=O)c1cc(-c2ccco2)on1,-3,-1,-13,-24,1,6,-3
Cc1cnc2cc(Cl)ccc2c1SCC(=O)O,-5,0,0,1,-10,2,-1
CCCc1ncc(C(O)c2cccc(OC)c2)n1C (stereo not drawn),1,-2,-5,16,.,.,-3
Cn1c(SCC(=O)NC(=O)c2cccc([N+](=O)[O-])c2)nnc1-c1ccc(F)cc1,8,5,-10,-3,.,.,3
CCOc1c2ccc(C(=O)NC3CCCc4ccccc43)cc2nn1CC (stereo not drawn),1,.,-13,-2,-2,6,.
CCN1C(=O)/C(=C\c2ccc3c(c2)OCO3)C(C(=O)OC)=C1C,.,.,-5,.,4,-8,.
COc1cccc(S(=O)(=O)Nc2ccc3c(c2)OC[C@@H](C)N(Cc2ccccc2F)C[C@@H](C)[C@H](OC)CN(C)C3=O)c1,-1,7,-6,0,59,9,.
O=C(NN=C1C2CC3CC1CC(Cl)(C3)C2)c1ccccn1,-6,-3,2,12,6,48*,0
O=C(O)C1CCN(S(=O)(=O)c2cccc3nsnc23)CC1,-3,-1,1,6,-1,3,-2
CCCN(C)C[C@@H]1Oc2ncc(-c3cccnc3)cc2C(=O)N([C@@H](C)CO)C[C@@H]1C,2,0,-14,16,-1,2,-10
Cc1ccccc1C(=O)N1N=C(c2ccc(NS(C)(=O)=O)cc2)CC1c1cccs1 (stereo not drawn),-3,1,2,-9,-2,0,3
C#CCn1c(=NC(=O)c2cccs2)sc2cccc(OCC)c21,-7,13,5,-9,-2,1,-1
COC(=O)c1cc(C)nc(Nc2nc(C(N)Cc3ccc(Cl)cc3)cs2)n1 (stereo not drawn),-1,2,-2,.,-8,1,-1
N#Cc1ncccc1CCc1cccc(Cl)c1,-2,12,-8,-12,-16,43*,2
C[C@@H]1CN([C@H](C)CO)C(=O)c2cc(NS(=O)(=O)c3ccc(Cl)cc3)ccc2O[C@@H](C)CCCCO[C@@H]1CN(C)Cc1ccc(C(=O)O)cc1,-7,-7,-10,-7,.,1,2
COc1cc(-c2cc(N)n(S(=O)(=O)c3ccc(F)cc3)n2)cc(OC)c1OC,0,.,8,-7,12,2,0
O=C(CN1C(=O)NC2(CCCCC2)C1=O)Nc1ccc(Cl)cc1,-2,-3,-12,-5,2,-3,1
CC(C)C[C@H](NC(=O)OC(C)(C)C)C(=O)N/N=C/C1=Cc2ccccc2OC1C (stereo partly drawn),.,.,-7,17,14,-8,.
CN1C(=O)c2cc(NC(=O)C3CCOCC3)ccc2OC[C@@H]2O[C@@H](CC(=O)NCc3ccccc3F)CC[C@@H]21,.,.,-4,31,1,7,.
O=C(O/N=C1/CCCc2occc21)c1ccc(Cl)cc1Cl,4,0,0,-58,2,-1,2
Cn1c(SCc2ccc(F)cc2)nnc1-c1cnccn1,3,-5,5,.,4,24,6
COC(=O)c1cccc(NC(=O)CSc2nnnn2C)c1,.,.,.,-7,-4,3,.
Cn1c(=O)c2c(ncn2CC(=O)OCCCC(=O)c2ccc(Br)cc2)n(C)c1=O,-1,-2,-1,.,.,.,-1
CCN(CC)S(=O)(=O)c1ccc(Cl)c(OC)c1,-7,-9,.,6,5,2,2
C[C@H](CO)N1C[C@H](C)[C@H](CN(C)Cc2ccc(Cl)c(Cl)c2)Oc2ccc(NC(=O)Cn3cnnn3)cc2C1=O,-2,9,.,-21,12,-2,-3
CC(=O)Nc1nc2nc(-c3ccccc3)cc(-c3ccccc3)n2n1,.,.,9,.,-2,-11,.
Cc1noc(C)c1S(=O)(=O)Nc1ccc2c(c1)C(=O)N([C@@H](C)CO)C[C@@H](C)[C@H](CN(C)C(=O)Nc1ccc(C(F)(F)F)cc1)O2,-1,1,.,6,.,-2,-1
COc1ccc(C(C(=O)NC2CCCC2)N(Cc2cccs2)C(=O)c2ccn[nH]2)cc1OC (stereo not drawn),5,0,3,20,.,.,0
CCCN1CCN(CCCNC(=O)c2ccc3nc(N4CCCCC4)sc3c2)CC1,0,.,4,-23,-3,77*,-12
COCCn1cnc2c(c1=O)c1nc3ccccc3nc1n2/N=C/c1cccc(OC)c1,-4,-1,-1,14,.,.,1
CC1(C)C(C=C(Cl)Cl)C1C(=O)Nc1ccc(S(=O)(=O)Nc2ncccn2)cc1 (stereo not drawn),-4,0,1,18,26,-1,6
Cc1ccc(-c2cc(C(F)(F)F)n3nc(C(=O)N4CCN5CCCC5C4)cc3n2)cc1 (stereo not drawn),-3,-2,2,9,-15,5,-2
COc1ccc2c(c1)cc1c(=O)n(CC(=O)NCCCOC(C)C)nc(C)n12,-6,-8,5,-8,-1,-1,-3
CCn1cc([N+](=O)[O-])c(C(=O)N2N=C(c3cccc4ccccc34)CC2c2ccccc2O)n1 (stereo not drawn),.,.,-3,.,80*,2,.
CC(C)Cc1nnc(NC(=O)CCC(=O)N2CCN(c3ccc(Cl)cc3)CC2)s1,3,0,-19,15,8,-3,-1
CN(C)CCN1CCN(C2CN(C3CCCCC3)S(=O)(=O)C2)CC1 (stereo not drawn),5,-1,.,6,2,-1,-18
Cc1ccc(CC(=O)Nc2cccc(C#N)c2)cc1,.,.,-5,-10,11,7,.
CCc1n[n+](CC(=O)c2ccccc2)c(N)s1,0,-1,-2,81*,-4,-66,-2

# Further records follow:
SMILES,S100A4 MyoIIA,SIRT5 inh,FN deposit inh,LGR2 antag,C2C12 statin,esBAF inh,CASP6 VEID inh
Cc1csc(NC(=O)[C@@H]2CCCN2C(=O)c2cccs2)n1,7,-1,-14,17,2,2,-5
C[C@@H]1CCCCO[C@@H](CN(C)Cc2ccc(Cl)c(Cl)c2)[C@H](C)CN([C@@H](C)CO)C(=O)c2cc(NC(=O)Cc3ccccc3)ccc2O1,-1,4,.,2,106*,0,-2
CCc1ccc(CNC(=O)c2cc3c(C)nc4ccccc4c3o2)cc1,-2,-1,1,15,-10,-13,-1
COc1ccccc1N1C(=O)CC(Sc2nc(C)cc(C)n2)C1=O (stereo not drawn),2,-2,.,11,-6,-5,-1
CC1CCN(C(=O)c2cc3c(=O)n4ccccc4nc3s2)CC1,2,-14,-8,-24,24,29,-1
C[C@@H]1COc2cc(N3CCC[C@H]3CO)ccc2S(=O)(=O)N1,-2,-5,2,-7,.,.,-3
Cc1ccc([N+](=O)[O-])cc1NC(=O)CN(C(=O)c1ccc(Cl)cc1)C1CCCCC1,.,.,5,.,-4,0,.
O=C(Cn1cc([N+](=O)[O-])cn1)NCc1cc2ccccc2[nH]1,-2,-3,-3,2,3,-4,-2
COc1ccccc1NC(=O)CN(Cc1ccco1)C(=O)c1ccc(Cl)nc1,4,0,26,12,.,.,-1
COC(=O)c1ccc(NC(=O)C[n+]2ccccc2C)cc1,2,.,-7,-6,14,-2,-6
